Autophagy mod = alters autophagy in cells | MEF GFP-LC3 puncta imaging; test concentration mostly 10 µM | AID 463193 | 0.98% of 190,000 active | calls only at 10 µM (by protocol);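 active means percentage of spot-positive cells more than 3 SD above its plate mean, without a fluorescence outlier flag or 80% toxicity; inconclusive means no clear call, values can overlap the other calls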;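 further: spot-positive cell cutoff set from DMSO-treated cells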
M17LAP inhibition = P. falciparum M17LAP inhibitors, primary screen, biochemical, fluorogenic H-Leu-NHMec substrate, 1536-well (AID 1619); recombinant M17LAP, H-Leu-NHMec fluorogenic kinetic assay; higher % means a stronger effect; inhibition, % at 30 µM, or IC50 in µM where a hit was titrated; 0.38% of 220,000 active;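 active means compound inhibiting the enzyme by more than half at any dose during confirmatory dose-response retesting; inconclusive means strong single-dose inhibitors picked by rank but not retested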;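 further: plate controls were full reaction with DMSO carrier for no effect and no enzyme background for full effect; strong numbers were not always called active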
Dynein cargo inh = blocks dynein driven cargo transport along microtubules | 0.47% of 220,000 active | AID 1381 | 3617.4 mouse cells, GR-EGFP nuclear translocation imaging; test concentration mostly 20 µM; stimulated with dexamethasone, 1 µM; stronger effect = lower value | z-score, hits read low;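 active means plate z-score of nuclear minus cytoplasmic receptor signal below a set negative limit, without overly bright fluorescence or cell loss, cut at about -3.5 in these data, passing the limit was not always enough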;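 further: z-score of nuclear minus cytoplasmic ring GR-EGFP intensity difference per well; some compounds called inactive have numbers as strong as hits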
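Schedule: 48 h induction, then 1 h compound, then 30 min agonist, 37 °C. Buffer or medium: tetracycline-free induction medium containing charcoal-stripped FBS. Reagent: 1.0 µM final dexamethasone stimulus. Evaluation: nuclear versus cytoplasmic GR-EGFP signal, averaged per well. Signal: high-content fluorescence imaging after fixation.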
bCat nuc transl = beta-catenin nuclear translocation modulation; 0.3% of 190,000 active; AID 1665; nuclear translocation activity, % at 5 µM; HeLa beta-catenin nuclear translocation, immunofluorescence imaging;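 active means nuclear translocation activity above 50% at 5 µM, with a well cell count of 50 or more; inconclusive means wells under 50 cells across six images, flagged as toxic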;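 further: per-cell ratio of nuclear to cytoplasmic median beta-catenin stain intensity; plate controls were DMSO negative control for no effect and GSK-3 inhibitor IX positive control for full effect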
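System: Human HeLa cells, endogenous beta-catenin | Compound dosing: 5 µM primary, 0.02–20 µM confirmation | Timing: 24 h compound exposure at 37°C, 5% CO2 | Measured by: Fluorescence imaging of beta-catenin antibody stain plus DAPI | Read-out basis: % activation of per-cell nuclear versus cytoplasmic median beta-catenin signal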
Yfh1-depleted yeast = mitochondrial function rescue without frataxin homolog – Friedreich's ataxia, plus single-dose screen, dose response (AID 1465) | S. cerevisiae Yfh1-off respiration, WST-1 reduction, 72 h; higher fold induction means a stronger effect | one-dose fold induction at 50 µM; EC50 in µM for titrated hits | 0.074% of 220,000 active;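 active means fold induction of absorbance versus untreated yeast above a set limit, then at least 30% activation at any dose in follow-up; inconclusive means repeats straddling the limit, or above it without dose testing; inactive means fold induction below the set limit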;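 further: activators that raise dye reduction in frataxin-depleted yeast; strong numbers were not always called active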
MT stabilize HCS = microtubule stabilizers in HeLa cells; HeLa tubulin immunostaining HCS, 24 h; share of cells brighter than vehicle mean+2SD; % tubulin-high responders, % at 10 µM; 0.83% of 200,000 active;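 active means plate Z-score above 3 for both tubulin-high and condensed-nucleus cell shares, with cell loss under 80%, at 10 µM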;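 further: anti alpha tubulin signal scored within the nucleus-defined area of each cell; some results filed as inactive read as strong as hits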
P. falciparum M1AAP = malaria alanyl aminopeptidase activity blockers – biochemical, fluorogenic H-Leu-NHMec substrate, 1536-well (AID 1445); recombinant M1AAP, H-Leu-NHMec fluorogenic kinetic assay; higher % means a stronger effect; inhibition, % at 30 µM, or IC50 in µM where a hit was titrated; 0.42% of 220,000 active;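 active means primary inhibition above the hit cutoff, then over 50% inhibition at one or more dose response concentrations, cut at about 23% in these data, passing the limit was not always enough; inconclusive means conflicting primary data, or primary hits not chosen for dose response; inactive means low primary inhibition, or under 50% at every dose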;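 further: plate controls were DMSO full reaction for no effect and no enzyme background for full effect; strong numbers were not always called active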
WT yeast gro inh = growth inhibition of WT yeast, mitochondrial fusion screen. mitochondrial fusion phenotypic screen, WT strain. inhibition, % at 10 µM. 2.1% of 190,000 active. AID 1362; in the data active means inhibition above about 58%; tested in S. cerevisiae
T cell HTS = T cell immune modulation candidate; 2C CD8+ T cell-vesicle binding, flow cytometry; stronger effect = lower value; calls only at 7 µM; 0.068% of 330,000 active; AID 2052;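 active means response, share of CD8 T cells binding vesicles, and their 90th percentile fluorescence all below set limits, cut at about 80% in these data, passing the limit was not always enough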
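Incubation: binding step 1.5 h, 37 °C, antibody labelling 20 min, ice; system: murine 2C transgenic CD8+ T lymphocytes; technique: cytometric PE anti-B7-1 and Alexa647 anti-CD8 signals after 1% paraformaldehyde fixation; also added: QL9-charged Drosophila Ld/ICAM-1/B7-1 vesicles; control set: naked versus QL9-loaded vesicles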
WT yeast gro inh mutant strain = further read-out of WT yeast gro inh, marked with its call; inhibition, %; mitochondrial fusion phenotypic screen, mutant strain inhibition
Dynein cargo inh cytoplasmic EGFP = recorded beside Dynein cargo inh, whose call it bears; z-score; measured here: cytoplasmic GR-EGFP intensity; stronger effect = higher value
Dynein cargo inh nuclear GR-EGFP = second read-out of Dynein cargo inh, no call of its own (marks repeat the call); z-score; measured here: nuclear GR-EGFP intensity;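 lower value marks the stronger effect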
Dynein cargo inh cell count = also measured in Dynein cargo inh; calls as there; z-score; measured here: cell count per field
bCat nuc transl cell count 5 µM = recorded beside bCat nuc transl, whose call it bears; cell count; measured here: cell count, cytotoxicity flag
T cell HTS vesicle-bound % = recorded beside T cell HTS, whose call it bears; double positive events, %; measured here: CD8+ vesicle-bound cell fraction;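 binding gate set so that unloaded-vesicle control wells show 10% double positive cells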
MT stabilize HCS Hoechst-high % = also measured in MT stabilize HCS; calls as there; % Hoechst-high responders; measured here: nuclear condensation Hoechst responders;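 share of cells brighter than vehicle mean plus two SD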
MT stabilize HCS cytotoxicity % = recorded beside MT stabilize HCS, whose call it bears; toxicity, %; measured here: cytotoxicity by cell density;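 0% = mean cell density of plate MIN control wells and 100% = no cells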
Autophagy mod cell loss 18 h = further read-out of Autophagy mod, marked with its call; toxicity, %; measured here: cell loss, nuclei count;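 cell loss after 18 h compound exposure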
Numbers without * were called inactive; i = inactive; ? = inconclusive; / = no result given. Hits appear at their usual frequency. Share with any hit: about 4.4%.

SMILES | Autophagy mod | Autophagy mod cell loss 18 h | M17LAP inhibition | Dynein cargo inh | Dynein cargo inh cytoplasmic EGFP | Dynein cargo inh nuclear GR-EGFP | Dynein cargo inh cell count | bCat nuc transl | bCat nuc transl cell count 5 µM | Yfh1-depleted yeast | MT stabilize HCS | MT stabilize HCS Hoechst-high % | MT stabilize HCS cytotoxicity % | P. falciparum M1AAP | WT yeast gro inh | WT yeast gro inh mutant strain | T cell HTS | T cell HTS vesicle-bound %
CCOc1ccc(NC(=O)CCN2CCN(c3ccccc3OC)CC2)cc1 | i | 5.6 | -12.8% | -0.296 | -0.207 | -0.0284 | 0.417 | / | / | i | 3.0 | 2.0 | 8.7 | -2.8% | -12.7 | -5.0 | i | 32.2
COc1cc(CNC2CCCc3ccccc32)cc(OC)c1OC (stereo unspecified) | i | -1.6 | -8.0% | 2.7 | -0.223 | 1.34 | -1.67 | 1.9 | 903 | i | 2.2 | 2.5 | 7.2 | -4.6% | -4.2 | 2.8 | i | 36.1
COP(=O)(OC)c1nc(-c2cccc3ccccc23)oc1N1CCOCC1 | i | -13.3 | i | -0.383 | -0.201 | 0.108 | -0.235 | -3.5 | 1116 | i | 2.2 | 1.8 | 10.4 | ? | -3.4 | 6.3 | i | 34.5
Nc1cc(N)nc(SCC(=O)NCC2CCCO2)n1 (stereo unspecified) | i | 1.2 | 2.2% | 0.136 | -0.228 | -0.0898 | 0.348 | -6.4 | 1002 | i | 1.4 | 1.8 | 5.1 | 7.1% | -4.1 | 0.9 | i | 45.3
CCc1cc2cc(C)cc(C)c2nc1SCC(=O)NNC(=O)c1ccco1 | i | -7.3 | 4.6% | 0.879 | -0.149 | 0.655 | -1.31 | 1.7 | 856 | i | 3.0 | 2.4 | 9.5 | -1.2% | -3.0 | 5.1 | i | 58.6
CN(C)/N=C/c1ccc(/C=N/NC(N)=S)o1 | i | -6.4 | 9.6% | -1.09 | -0.0743 | -0.0636 | 1.38 | -0.9 | 906 | i | 2.3 | 2.5 | 8.5 | 15.5% | -9.7 | 9.1 | i | 43.8
CCOC(=O)C(=NCCCN(C)C)NNc1ccc(Br)cc1 | i | -8.9 | 24.4% | -0.293 | -0.213 | 0.0244 | 0.0709 | 1.6 | 1107 | i | 2.9 | 2.6 | 9.0 | 1.8% | 24.9 | 31.9 | i | 31.1
O=C(NCC1CCCN(C(=O)CN2CCCCC2)C1)c1ccccc1Cl (stereo unspecified) | / | / | -6.2% | 2.67 | -0.163 | 1.44 | -2.11 | 0.1 | 1353 | i | / | / | / | 0.0% | / | / | i | 30.4
CCOC(=O)C1(C)NC(c2ccccc2F)C2C(=O)N(c3cccc(C(C)=O)c3)C(=O)C21 (stereo unspecified) | i | 0.8 | 20.7% | -0.912 | -0.204 | -0.357 | 1.35 | / | / | i | 2.4 | 1.5 | 3.1 | 3.2% | -1.9 | 4.3 | i | 46.9
CCN(CC)S(=O)(=O)c1ccc(NN=C2CCN(C)CC2)c([N+](=O)[O-])c1 | i | -6.5 | -1.8% | -0.935 | -0.327 | -0.109 | 1.78 | -0.5 | 1112 | i | 3.6 | 3.7 | 7.5 | 5.4% | -2.0 | 15.3 | i | 37.7
CCn1c(C(=O)N2CCCC(C(=O)NCCCc3ccccc3)C2)cc2sccc21 (stereo unspecified) | i | 7.4 | -9.6% | -0.13 | -0.143 | 0.264 | -0.321 | -3.6 | 1099 | i | 3.4 | 1.5 | 5.6 | 0.6% | -1.3 | 0.1 | i | 7.3
O=C(NCC1(N2CCOCC2)CCCCC1)c1cccc(S(=O)(=O)N2CCc3ccccc3C2)c1 | i | 3.6 | 13.5% | 1.29 | -0.114 | 1.04 | -0.991 | -0.1 | 1124 | i | 5.8 | 3.6 | 12.2 | -2.5% | 0.2 | -5.0 | i | 21.4
COc1cc(C)c(Br)cc1S(=O)(=O)NCc1ccncc1 | i | 10.8 | 0.4% | -0.353 | -0.193 | -0.0492 | 0.879 | 1.8 | 897 | i | 3.2 | 2.0 | 12.6 | 7.9% | 2.0 | -0.9 | i | 43.3
CC1=C(C(N)=O)C(c2ccccn2)n2nc(SCc3ccccc3)nc2N1 (stereo unspecified) | i | -3.3 | -2.5% | 0.744 | -0.242 | 1.12 | 0.694 | -0.4 | 1236 | i | 3.0 | 3.1 | 14.7 | 10.4% | 1.4 | -4.7 | i | 39.3
Cc1cc(C)nc(NS(=O)(=O)c2ccc(N/C=C\C(=O)c3ccc(Cl)cc3)cc2)n1 | i | -11.8 | 1.6% | -0.867 | 0.615 | -0.488 | 0.767 | -1.7 | 1360 | i | 1.4 | 1.4 | 6.9 | 8.4% | -0.9 | -0.8 | i | 54.3
COc1ccc(NC(=S)NCCc2c(C)[nH]c3ccc(OC)cc23)cc1 | i | -7.1 | -3.9% | -0.331 | -0.236 | -0.234 | 0.966 | -0.9 | 1093 | i | 2.5 | 3.1 | 7.5 | 4.0% | -45.3 | -3.0 | i | 26.6
NC(=O)c1cc2cc(Br)ccc2oc1=NCc1ccccc1 | i | -8.3 | -8.5% | -0.561 | 0.566 | -0.189 | -0.656 | -2.5 | 1129 | i | 1.3 | 1.5 | 4.4 | -0.1% | -6.8 | -3.4 | i | 24.6
O=C1NC(=O)/C(=C/c2ccc(OS(=O)(=O)c3ccc(F)cc3F)cc2)N1 | / | / | 0.3% | 0.439 | -0.254 | 0.133 | 0.29 | -1.8 | 1198 | i | / | / | / | 11.4% | / | / | i | 41.0
CCn1c(COc2ccccc2)nnc1SCC(=O)Nc1cc(C)ccc1OC | i | -29.1 | -6.3% | 0.309 | -0.281 | -0.0447 | 0.817 | -1.6 | 1125 | i | 2.3 | 2.0 | 6.3 | 0.1% | / | / | i | 32.5
CCOC(=O)c1c(NC(=O)CSC(=S)N2CCOCC2)sc(C)c1C | i | 34.2 | 0.1% | -0.309 | -0.19 | 0.24 | 0.53 | 0.2 | 1083 | i | 5.8 | 3.0 | 4.2 | -0.1% | -20.3 | 5.0 | i | 48.8
CC(C)N=C(Nc1ccccc1)c1cccnc1 | i | -21.4 | 1.5% | 0.251 | -0.237 | 0.288 | -0.0825 | / | / | i | 3.2 | 2.6 | 6.0 | 1.4% | 17.3 | -16.8 | i | 19.7
COc1ccc(NC(=S)NN2CCOCC2)cc1OC | i | 5.4 | -0.9% | -0.632 | -0.241 | -0.322 | -0.0911 | -0.1 | 1052 | i | 2.8 | 2.4 | 3.2 | 6.9% | -9.9 | 0.6 | i | 17.4
CCN(CC)c1ccc(NC(=S)NCC2CCCO2)cc1 (stereo unspecified) | i | 13.2 | -4.7% | -0.0192 | -0.286 | -0.0654 | 0.407 | 0.6 | 1058 | i | 4.1 | 2.8 | 4.4 | 3.3% | 14.9 | 19.3 | i | 1.9
C[C@]12CC[C@@H]3c4cc(O)c(O)cc4CC[C@H]3[C@@H]1CC[C@@H]2O | / | / | -3.3% | / | / | / | / | 19.5 | 787 | i | / | / | / | -4.1% | 5.6 | 16.2 | i | 18.3
N#Cc1ccc(NCC(=O)Nc2ccc3c(c2)OCCO3)cc1 | i | 3.8 | 18.5% | -0.83 | -0.214 | -0.318 | 1.01 | -3.6 | 1113 | i | 2.3 | 1.7 | 7.7 | 6.2% | 8.8 | 3.2 | i | 31.3
Cc1cc(C)c2nc(NNC(=O)c3cc(-c4cccs4)nc4ccccc34)sc2c1 | i | -3.3 | -18.6% | -0.611 | -0.189 | 0.289 | -0.266 | 0.0 | 553 | / | 2.7 | 0.5 | 34.8 | -7.7% | 63.7* | 46.6* | i | 30.0
Cc1cccc(NC(=S)N2CCCCC2c2cccnc2)c1C (stereo unspecified) | / | / | 12.1% | -0.873 | -0.288 | -0.604 | 1.04 | -1.3 | 1123 | i | / | / | / | 6.7% | / | / | i | 29.7
Cc1sc2nc(-c3ccccc3)oc(=O)c2c1C | i | 39.2 | 8.3% | 0.692 | -0.232 | 0.595 | -0.394 | -0.1 | 1119 | i | 2.3 | 1.4 | 0.2 | -7.2% | 2.4 | 4.0 | i | 41.9
O=C1CCCC(=O)C1=Cc1c[nH]c2ccccc12 | i | -13.4 | 23.7% | 0.158 | -0.103 | 0.512 | 1.07 | -6.3 | 1253 | i | 2.8 | 1.1 | 6.9 | 18.6% | 40.7 | -14.2 | i | 56.3
O=C(O)c1cc2ccc3ccccc3c2[nH]1 | i | -8.1 | 13.9% | 1.39 | -0.0514 | 0.629 | -0.257 | / | / | i | 1.1 | 0.9 | 11.2 | 8.8% | 3.1 | -10.5 | i | 12.4
CCN(CC)c1ccc(/C=N/NC(=S)NCc2ccc(OC)cc2)cc1 | i | -7.1 | 13.4% | -0.106 | -0.258 | 0.0138 | 0.899 | -2.6 | 1142 | i | 3.2 | 2.3 | 11.8 | -5.6% | 39.6 | -1.0 | i | 15.3

Screens (PubChem BioAssay)
